Bioassay records (PubChem)
hcGAS lum: blocks human cGAS activity; Q8N884; recombinant h-cGAS, ATP depletion, Kinase-Glo luminescence; inhibition, % at 12.5 µM; hit rate 0.081% among 290,000; AID 1259398;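 also: 0% = vehicle reaction and 100% = reaction without DNA for no activity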
Target sequence (Q8N884 whole entry, looked up): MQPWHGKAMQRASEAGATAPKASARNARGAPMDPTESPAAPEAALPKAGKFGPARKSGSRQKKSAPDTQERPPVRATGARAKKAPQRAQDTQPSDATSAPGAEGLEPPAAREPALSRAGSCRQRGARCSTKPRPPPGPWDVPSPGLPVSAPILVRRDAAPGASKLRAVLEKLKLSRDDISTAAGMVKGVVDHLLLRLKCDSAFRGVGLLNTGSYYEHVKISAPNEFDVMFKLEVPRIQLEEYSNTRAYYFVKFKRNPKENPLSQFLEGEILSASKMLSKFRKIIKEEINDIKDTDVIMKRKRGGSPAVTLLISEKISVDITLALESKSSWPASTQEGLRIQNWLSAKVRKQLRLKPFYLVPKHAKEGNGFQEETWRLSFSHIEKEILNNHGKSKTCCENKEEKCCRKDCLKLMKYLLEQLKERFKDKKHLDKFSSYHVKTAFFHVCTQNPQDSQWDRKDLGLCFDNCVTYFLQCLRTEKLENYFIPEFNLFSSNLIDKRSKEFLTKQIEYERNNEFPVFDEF
mcGAS inh: blocks mouse cGAS activity; Q8C6L5; inhibition, % at 12.5 µM; hit rate 0.15% among 160,000; AID 1259399; recombinant cGAS, Kinase-Glo ATP depletion luminescence;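 also: 0% = negative control wells and 100% = reference inhibitor with no enzyme activity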
NPYLR7 agonist: activates Aedes aegypti NPYLR7 receptor; AID 1259423; hit rate 0.15% among 270,000; HEK293T NPYLR7/Galpha15, GCaMP6s calcium fluorescence; activation, % at 10 µM; in the data active = activation above about 40%;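 also: 0% = vehicle and 100% = reference agonist at the receptor; some compounds past the cut are filed as inactive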
An asterisk follows results filed as active; x = not tested or not shown; & = joins results of further samples. Rule as the data show it, unless noted: active = inhibition above about 40%; inactive = the rest.

The line under a structure holds: NPYLR7 agonist, mcGAS inh, hcGAS lum
Cc1ccc(C(=O)N(CC(=O)N2CC(=O)N(c3cccc(Cl)c3C)C2)C2CCCCC2)cc1
    24, -3, -4
COc1cccc(N=Nc2c(-c3ccc([N+](=O)[O-])cc3)[nH]n(-c3ccccc3)c2=O)c1
    -1, x, -7
Cc1cc(C(=O)N(C/C=C/c2ccccc2)CCO)ccc1Cl
    28, -17, -4
CSC(Nc1ccccc1)N1CCOCC1 (centres undefined)
    5, x, 2
O=C(c1cnn2c(C(F)(F)F)cc(-c3ccc(Br)cc3)nc12)N1CCCc2ccccc21
    5, -8, -9
O=C(NCc1nnc(-c2ccccc2)o1)c1cccc2c1OCC2
    2, x, -5
CCOc1cc(Br)ccc1S(=O)(=O)NCc1ccc2c(c1)OCO2
    0, x, -7
O=c1c2ccc(Cl)cc2nc(-c2cnc3ccccc3c2)n1Cc1ccccc1
    7, -5, -3
Cc1cccc(C(=O)Nc2nc3c(s2)C(=O)CC(C(=O)N(C)Cc2csc(C)n2)C3)c1 (centres undefined)
    19, -8, -2
CCOC(=O)N1CCN(C(=O)CCc2cc3c(n2-c2ccc4c(c2)OCO4)-c2ccccc2CC3)CC1
    5, 2, 3
CCOc1ccccc1C(CC(C)C)NC(=O)CN1C(=O)CCOc2ccccc21 (centres undefined)
    0, x, -8
O=C(NNC(=O)c1csc2c1CCCC2)c1ccc(S(=O)(=O)N2CCCC2)cc1
    5, x, -4
C=CCSc1nnc2c(n1)OC1(CCCCC1)Nc1ccccc1-2
    1, -5, -7
CCCCN(CC(=O)Nc1cc(-c2ccccc2)nn1-c1ccc(C)cc1C)C(=O)COc1ccc(Cl)cc1
    18, -4, -11
O=C(Cn1c(=O)oc2ccccc21)N1CCCCC1CCc1ccccn1 (centres undefined)
    8, x, -5
CN(C(=O)c1cccc(NC(=O)N(C)C2CCS(=O)CC2)c1)c1ccccc1 (centres undefined)
    -10, x, -7
O=C(c1nn(-c2ccc(Cl)cc2)c(=O)n(Cc2ccc(C(F)(F)F)cc2)c1=O)N1CCCC1
    10, -4, 1
CCOC(=O)Cc1n[nH]c(=S)n1C1CCCC1
    -1, x, -1
Cc1cnc(C)c(N2CCN(C(=O)CC3C(=O)NCCN3CCc3ccccc3)CC2)n1 (centres undefined)
    14, x, -3
O=C(Nc1ccc2nc([C@H]3C[C@H](O)[C@@H](CO)O3)[nH]c2c1)Nc1ccc(Br)c2ccccc12
    0, -2, -3
CCOC(=O)c1cc(-c2ccc(CC)cc2)n(C2CCN(C(=O)CCC3CCCC3)CC2)n1
    3, -6, -7
O=C(NCc1cccc(C(F)(F)F)c1)c1ccc2sc([C@@H]3O[C@H](CO)[C@H](O)[C@H](O)[C@H]3O)nc2c1
    2, -1, 0
CC(=O)N(Cc1ccc(F)cc1)Cc1ccc(OS(=O)(=O)C(C)C)cc1
    1, -1, 1
Cc1nc2ccccc2n1CCOC(=O)C1=COCCC1
    -2, x, 7
CCc1ccccc1NC(=O)C1CCCN1c1ncnc2ccccc12 (centres undefined)
    3, x, 4
O=C(NC1c2ccccc2-c2ccccc21)c1cccc([N+](=O)[O-])c1
    -3, x, -11
CNC(=O)C(C1CCCC1)N1CCN(C(=O)c2ccc(OC)c(OC)c2)CC1 (centres undefined)
    -4, -6, -5
Cc1cccc2sc(N(CCCN(C)C)C(=O)c3ccc(Br)s3)nc12
    0, -8, -8
COc1cccc(Cn2c(=O)c(C(=O)Nc3cccc(F)c3)nn(-c3ccc(OC)c(OC)c3)c2=O)c1
    x, -8, -1
CSc1ccccc1C(=O)C1CCCN(Cc2ccc3c(c2)OCCO3)C1 (centres undefined)
    -3, -3, -1
COc1ccccc1-c1c(C)nn2c(N3CCCCC3)cc(C)nc12
    4, -8, -9
COc1ccc(CC2(CO)CCN(Cc3cccc(C(C)=O)c3)CC2)cc1
    -1, x, -4&3
Cc1[nH]c(=O)c(C(=O)N(Cc2cnn(C)c2)C(C)C)c(C)c1Cl
    0, -10, -5
Cc1ccc(-c2nn3c(C)nnc3c3ccccc23)cc1S(=O)(=O)N1CCCC1
    -17, x, -2
Cc1ccc(F)cc1S(=O)(=O)N(C)CCC=C1c2ccccc2CCc2ccccc21
    -7, x, -6
NC(=O)Cn1nc2ccc(SCc3ccc(Cl)cc3)nn2c1=O
    3, -1, 3
O=C(NNC(=O)c1ccc(Cl)cc1Cl)c1ccco1
    10, -5, -15
O=C(Nc1cccc(-c2ccco2)c1)C1CCN(C(=O)c2cc(=O)c3ccccc3o2)CC1
    14, -7, -9
Cc1ccc(NC(=O)CCCCSc2nnc(Cc3ccccc3)n2-c2ccc(Cl)c(Cl)c2)cc1C
    23, -6, -2
Cc1cc(C)c(S(=O)(=O)N2CCC(C(=O)N3CCCC3c3ccccc3)CC2)c(C)c1 (centres undefined)
    -1, -9, -8
O=S(=O)(c1ccccc1)N1CCN(c2nccs2)CC1
    12, x, -6
CC1CCC(NC(=O)C(C)(C)CC(=O)c2ccccc2)CC1 (centres undefined)
    -25, 0, 1
CCc1cc(CN(C)C(=O)C(=O)c2cccn2C)on1
    -10, x, -3
CC1=CC(C)=NC2=C(c3ccccc3)S/C(=C3/C(=O)N(C)C(=S)N3C)N12
    -1, x, -13
Cc1nc(CCNC(=O)c2cnn(-c3ccccn3)c2C)nc2c1CCCC2
    6, -14, -2
CCOc1ccccc1-n1c(CN2CCN(C)CC2)n[nH]c1=O
    2, x, -3
CC(C)NC(=O)c1csc(CN(C(=O)Nc2ccc(Cl)cc2)C(C)C)n1
    -2, -1, -7
CC(C)CCn1cc(C(C(=O)O)N2CCN(C3CCCCC3)C(=O)C2)cn1 (centres undefined)
    x, -7, -15
CC1CN(C(=O)NC(C)c2ccc(NC(=O)NC3CC3)cc2)CC(C)(C)O1 (centres undefined)
    6, x, -9
C=CCN(CC(=O)N(Cc1ccc(F)cc1)Cc1ccc(C)s1)C(=O)Nc1cccc(Cl)c1
    1, 0, -1

Other compounds follow.
The line under a structure holds: NPYLR7 agonist, mcGAS inh, hcGAS lum
CC1(c2ccco2)NC(=O)N(CC(=O)N(c2ccccc2)C2CCCCC2)C1=O (centres undefined)
    15, x, -2
Cn1nccc1C(=O)N(CCN1CCOCC1)c1nc2c(F)cccc2s1
    x, -7, -5
COc1ccc(CCNC(=O)c2ccc(Cl)cc2NS(=O)(=O)c2cc(C)ccc2OC)cc1
    6, -6, -1
O=C(c1ccc(CSc2nc(-c3ccccc3)cc(N3CCN(Cc4ccc5c(c4)OCO5)CC3)n2)o1)N1CCOCC1
    12, -3, -15
Cc1ccc[n+](C2=C(c3c(C)[nH]n(-c4ccc(Cl)cc4)c3=O)C(=O)N(c3ccccc3F)C2=O)c1
    -4, 1, 1
CC1C(C)S(=O)(=O)CCN1CC1CCC1 (centres undefined)
    17, x, -10
O=C1c2cccc3cccc(c23)C(=O)N1CCS(=O)(=O)OCC(F)(F)C(F)F
    -5, 2, 0
CN(CC(=O)N1CCOCC1)C1CCCCC1
    2, x, 2
COc1ccc(/C=C2\N=C(c3cccc(C)c3)OC2=O)c(OC)c1OC
    -2, x, -3
Cc1ccccc1-c1cc2nc(NCc3ccccc3F)n(C)c(=O)c2s1
    3, x, -3
Cc1ccc([N+](=O)[O-])cc1S(=O)(=O)Nc1cc2c3c(oc2c2ccccc12)CCCC3=O
    -5, -6, -5
CC(=O)N1CCc2c(sc(NC(=O)c3nc4ccccc4s3)c2C(N)=O)C1
    4, x, -5
O=C1NC2=C(C(=O)OC2)C(c2ccc(O)cc2)N1 (centres undefined)
    3, x, -9
Cc1ccc(C(=O)O)cc1-c1cccc2c1CCNC2
    2, -11, -5
COc1ccc(OCc2n[nH]c(=S)n2-c2ccccc2F)cc1
    -2, x, -9
COc1ccc(S(=O)(=O)Oc2ccccc2CN(C(=O)c2cccc(F)c2)C2CC2)cc1
    22, -4, -4
COC(=O)NC12CC3CC(CC(C3)C1=O)C2
    x, -5, -11
O=C(c1cc(-c2ccccc2F)nc2cc(-c3ccccc3)nn12)N1CCN(c2ccccc2Cl)CC1
    -3, -1, 2
COC(=O)c1ccccc1S(=O)(=O)N1CCCC1c1ccccn1 (centres undefined)
    15, x, -1
COc1cccc(Oc2cc(C(F)(F)F)nc(SCc3cccc(C)c3)n2)c1
    3, 0, 1
CC(=O)Nc1cccc(C(=O)N2Cc3cnn(Cc4ccc(F)cc4)c3C2)c1
    1, x, -4
CCn1nc(C(=O)O)c2c1CCC(NCCN1CCCOC1=O)C2 (centres undefined)
    -9, -2, 1
COCC(=O)Nc1cc(C)nn1-c1ncnc2c1cnn2-c1cccc(C)c1C
    5, -9, -4
Nc1nnc(SCc2ccccc2F)s1
    1, -5, -3
Cc1ccc(F)c(NC2CCCN(C(=O)c3ccc(C(F)(F)F)cc3)C2)c1 (centres undefined)
    -2, x, -5
CCCC(O)CN1CCC(=O)N(Cc2ccco2)Cc2cc3c(cc21)OCO3 (centres undefined)
    0, -8, -6
CCOC(=O)C(N=Nc1ccccc1Cl)=C(C)O
    -6, -5, -5
Cn1c(=O)c2nc(N=Nc3c(O)[nH]c4ccccc34)cnc2n(C)c1=O
    19, x, -6
COc1cccc(C(=O)N2CCC(C(NC(=O)c3ccccc3C)C(=O)N3CCCC3)CC2)c1 (centres undefined)
    19, -6, -7
CC(=O)N1CCN(S(=O)(=O)c2cccc(C(=O)N(C)c3nccs3)c2)CC1
    8, x, -5
O=C(C1Cc2cc(F)ccc2O1)N1CCc2cc(F)cc(F)c21 (centres undefined)
    0, x, 2
Cc1c(C(=O)N2CC3(C)CC2CC(C)(C)C3)cc(-c2ccccc2)n1-c1ccccc1Cl (centres undefined)
    -6, -4, -2
Cc1nccn1CCn1cnc(-c2ccccc2)c1-c1cccc2cccnc12
    12, x, -4
CC(C)(CO)NCC(O)COc1ccc2c(c1)CCC2 (centres undefined)
    11, x, -7
Cc1cccc(C)c1OCCNC(=O)Cc1cccs1
    -1, -6, -3
Cc1ccc(Cl)c(C(=O)NC2CCc3[nH]c4c(C)cc(Cl)cc4c3C2)c1 (centres undefined)
    11, 3, 3
Cc1ccc(CN(CCc2c[nH]c3ccccc23)C(=O)CN(C(C)C)S(=O)(=O)c2ccc(F)cc2)cc1
    2, -6, -5
CC1(C(=O)Nc2ccncc2)CCN1C(=O)C1(c2ccc(Cl)cc2)CC1 (centres undefined)
    1, -4, -5
CC1C(=O)N(c2ccc(F)cc2F)CCN1C(=O)CCc1ccccc1 (centres undefined)
    -2, -6, -3
CCc1ccc(N2C(=O)C3N=NN(Cc4cccc(C)c4)C3C2=O)cc1 (centres undefined)
    4, -7, -4
CSc1ccc(C=NNc2ncc(C(F)(F)F)cc2Cl)cc1
    -5, x, -9
O=C(C1CCCC1)N1CCC(C(=O)N2C[C@H]3CC=CC[C@H]3C2)CC1
    x, -4, -7
Cc1cc(NC=C(Br)C(=O)C(F)(F)F)no1
    4, x, -2
O=C(CN1C(=O)SC(=Cc2cccs2)C1=O)OCC(=O)c1ccc[nH]1
    -2, x, -6
O=C(NCc1cccnc1N1CCOCC1)c1n[nH]c2c1CCCC2
    3, x, -10
Cc1cccn2c(CN3CCSCC3)c(C(=O)N(C)CCc3ccccc3)nc12
    2, -11, -12
CN(Cc1ccc2c(c1)OCO2)c1ccc(C(=O)NC2CC2)cn1
    -2&2, -3&2, 1&3
